Bioassay records (PubChem)
KKLEB tox – CF airway cell cytotoxicity counter-screen. 360,000 compounds, 0.36% hits. KKLEB CF airway cells viability, ATPlite luminescence, overnight; stronger effect = lower value; cells stimulated with P. aeruginosa culture filtrate. activity change (cytotoxicity), % at 5 µM;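 active = corrected activity change at or below -50% at 5 µM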
SRC2 inh – human SRC2 (NCOA2) inhibition. Q15596. HEK293 GAL4-SRC2 luciferase reporter, luminescence. inhibition, % at 9 µM. 370,000 compounds, 0.17% hits;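 active = inhibition above the mean inhibition of all tested compounds plus 3 SD, set per campaign, cut at about 52% in these data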;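 also: 0% = DMSO treated cells and 100% = cells given Gossypol at 36 µM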
NCOA1 inh – inhibitors of human steroid receptor coactivator 1 (SRC1) | HEK293 GAL4-SRC1 luciferase reporter, luminescence | inhibition, % at 3.6 µM | 360,000 compounds, 0.12% hits | AID 588354;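 active = inhibition above the campaign mean plus 3 SD, with each screening campaign given its own cutoff, cut at about 60% in these data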;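 also: 0% = DMSO treated cells and 100% = gossypol at 36 µM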
Target sequence (Q15788 whole entry, looked up, the tested form may be a part): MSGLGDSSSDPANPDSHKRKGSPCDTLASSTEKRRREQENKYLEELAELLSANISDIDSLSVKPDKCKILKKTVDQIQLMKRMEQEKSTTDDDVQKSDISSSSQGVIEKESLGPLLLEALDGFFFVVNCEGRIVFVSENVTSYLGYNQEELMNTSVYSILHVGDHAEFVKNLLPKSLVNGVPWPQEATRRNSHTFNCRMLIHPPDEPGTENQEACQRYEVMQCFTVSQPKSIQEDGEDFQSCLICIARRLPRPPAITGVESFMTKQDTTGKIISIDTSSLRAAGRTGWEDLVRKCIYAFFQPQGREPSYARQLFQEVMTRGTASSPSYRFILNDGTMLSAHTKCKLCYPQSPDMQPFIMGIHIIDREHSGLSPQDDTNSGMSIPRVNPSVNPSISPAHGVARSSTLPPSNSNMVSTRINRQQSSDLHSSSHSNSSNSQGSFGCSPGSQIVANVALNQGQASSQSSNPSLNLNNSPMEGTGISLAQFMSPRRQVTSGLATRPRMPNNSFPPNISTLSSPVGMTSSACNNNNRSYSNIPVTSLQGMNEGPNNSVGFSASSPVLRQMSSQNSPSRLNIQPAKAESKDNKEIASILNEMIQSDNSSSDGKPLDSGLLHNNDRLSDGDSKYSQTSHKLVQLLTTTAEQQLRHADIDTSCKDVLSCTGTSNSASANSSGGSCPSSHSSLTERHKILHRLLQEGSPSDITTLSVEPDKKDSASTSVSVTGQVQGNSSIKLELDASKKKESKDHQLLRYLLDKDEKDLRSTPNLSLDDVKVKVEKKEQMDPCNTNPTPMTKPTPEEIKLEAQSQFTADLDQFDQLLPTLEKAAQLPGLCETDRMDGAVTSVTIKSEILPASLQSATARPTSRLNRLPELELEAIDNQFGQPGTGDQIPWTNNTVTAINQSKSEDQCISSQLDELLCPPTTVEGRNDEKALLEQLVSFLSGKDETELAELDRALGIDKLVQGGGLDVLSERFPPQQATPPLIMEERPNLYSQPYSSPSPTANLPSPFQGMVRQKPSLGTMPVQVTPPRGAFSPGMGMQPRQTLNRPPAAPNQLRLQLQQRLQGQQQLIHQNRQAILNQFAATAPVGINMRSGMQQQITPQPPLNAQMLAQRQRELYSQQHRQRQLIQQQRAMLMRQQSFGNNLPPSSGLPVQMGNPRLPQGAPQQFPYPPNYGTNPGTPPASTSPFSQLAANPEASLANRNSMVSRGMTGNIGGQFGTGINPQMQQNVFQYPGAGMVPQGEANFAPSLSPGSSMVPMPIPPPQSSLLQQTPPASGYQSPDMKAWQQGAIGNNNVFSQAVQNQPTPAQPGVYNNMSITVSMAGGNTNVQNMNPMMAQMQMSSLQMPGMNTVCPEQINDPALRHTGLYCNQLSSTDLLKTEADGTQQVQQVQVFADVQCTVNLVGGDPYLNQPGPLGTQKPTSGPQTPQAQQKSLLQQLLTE
TRAIL sens C8 – sensitizes caspase-8 expressing cells to TRAIL; NB7+C8 cells + TRAIL, ATPlite viability luminescence; inhibition (viability loss, TRAIL sensitization), % at 10 µM; 360,000 compounds, 1% hits;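 active = compounds causing at least 50% loss of cell viability in the single-dose screen, relative to plate controls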
NR5A2 inv ag – inverse agonists of human LRH-1 (NR5A2) | O00482 | HEK293T StAR-luciferase reporter, LRH-1 transfected, 24 h | inhibition, % at 3.6 µM | 360,000 compounds, 0.13% hits | AID 602396;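 active = inhibition above the mean inhibition of all tested compounds plus 3 SD, cut at about 73% in these data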;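 also: 0% = DMSO wells and 100% = reporter-only cells lacking LRH-1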
TROY NFkB inh – blocks TROY-dependent signaling in reporter cells | Q293 LMP1-TROYcd NF-kB luciferase reporter, 4 h | inhibition, % at 10 µM | 360,000 compounds, 0.98% hits;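 active = compounds whose plate-normalised and pattern-corrected inhibition of the luciferase reporter signal at the single screening dose is 50% or more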
SRC3 inh – human NCOA3 inhibition | HEK293 GAL4-SRC3 luciferase reporter, luminescence | Q9Y6Q9 | inhibition, % at 3.6 µM | 360,000 compounds, 0.17% hits;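 active = inhibition above a per-campaign cutoff, the mean of all compounds plus 3 SD, cut at about 60% in these data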;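 also: 0% = DMSO-treated cells and 100% = gossypol-treated cells at 36 µM; higher means less SRC3-driven luciferase light from the GAL4 reporter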
CF NFkB inh – inhibitors of cystic fibrosis induced NF-kB; KKLEB NF-kB-GFP reporter, PAF-induced, GFP fluorescence overnight; inhibition, % at 5 µM; 360,000 compounds, 0.86% hits;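 active = at least 50% inhibition at 5 µM, scaled per plate between neutral and stimulator controls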;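 also: PAF is a Pseudomonas aeruginosa culture filtrate used as stimulus; plate controls were PAF-stimulated DMSO wells for no effect and unstimulated DMSO wells for full effect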
LMP1 NFkB inh – Epstein-Barr LMP1 NF-kappaB reporter inhibition | LMP1-induced NF-kappaB luciferase reporter cells, luminescence | 350,000 compounds, 0.69% hits | inhibition, % at 12.5 µM; in the data active = inhibition above about 41%;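 also: 0% = neutral control wells and 100% = reference inhibitor control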
TWEAK Fn14 block – blocks TWEAK-Fn14 interaction in a reporter cell assay | TWEAK-stimulated Fn14 reporter cells, luciferase luminescence, 8 h | inhibition, % at 10 µM | 360,000 compounds, 2% hits; in the data active = inhibition above about 50%
NR2F2 inh – inhibitors of human COUP-TFII (NR2F2); inhibition, % at 8.6 µM; 370,000 compounds, 0.7% hits; P24468; HEK293T NGFI-A luciferase reporter, luminescence;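 active = inhibition above a per-plate cutoff, mean inhibition of test wells between control levels plus 3 SD, cut at about 38% in these data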;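 also: cells cotransfected with COUP-TFII expression vector driving the NGFI-A reporter; 0% = median of COUP-TF2 test wells and 100% = reporter-only cells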
* = called active by the depositor; x = not tested or not shown. Compounds were not picked by outcome (roughly 4.2% active in at least one column).

SMILES	KKLEB tox	SRC2 inh	NCOA1 inh	TRAIL sens C8	NR5A2 inv ag	TROY NFkB inh	SRC3 inh	CF NFkB inh	LMP1 NFkB inh	TWEAK Fn14 block	NR2F2 inh
Cc1cc(C)c(C#N)c(N2CCSCC2)n1	-10.3	-0.2	6.0	2.9	13.6	-6.8	1.9	20.3	-8.2	1.9	0.6
CC1C/C(=N/NC(=O)c2ccc(CSc3nc4ccccc4[nH]3)cc2)CC(C)(C)C1 (configuration not stated)	-6.7	-6.3	-40.5	8.7	2.8	-20.6	0.1	14.3	0.9	-15.2	24.7
O=C(N/N=C/C(Br)=C/c1ccccc1)c1cnccn1	-10.1	-19.1	-52.7	-1.2	-66.9	-30.8	-34.1	-8.1	-20.6	3.1	-35.0
O=C(Cc1c(F)cccc1Cl)NCCN1CCOCC1	-2.5	9.6	-6.5	-14.8	-12.0	-4.5	-3.0	-4.3	4.0	6.8	-16.0
Cc1c(Br)c([N+](=O)[O-])nn1CC(=O)NCc1cccs1	13.8	17.7	-45.1	2.3	1.6	5.3	28.5	-20.1	10.0	-10.1	-5.0
CC(C)(C)NC(=O)c1ccc(Sc2ccccc2)c([N+](=O)[O-])c1	-3.5	-7.6	-22.0	2.3	8.1	-0.6	3.0	-6.7	0.8	-0.4	4.2
Cc1ccc2cc(CCNC(=O)c3ccco3)c(=O)[nH]c2c1	-4.2	-35.9	-82.4	-19.7	-72.5	-39.0	-35.4	-7.2	-10.9	-0.4	-30.3
CCc1nc2c(OCCC3CCCCC3)cccn2c1N(C)C(=O)C1CC1	-4.9	x	5.6	2.0	6.5	6.4	-13.8	-8.6	x	-8.0	x
O=C1/C(=C/c2cccnc2)SC(=S)N1N1CCOCC1	9.4	13.8	-28.9	7.5	-6.0	-10.9	16.3	-6.1	-3.0	2.0	2.9
Fc1ccc(C2C3=C(Nc4ncnn42)c2ccccc2OC3c2ccncc2)cc1 (configuration not stated)	-9.2	4.5	8.6	-9.0	8.9	3.2	15.0	5.0	7.6	-3.4	3.0
Cc1cccc(CN2CCN(C(=O)CCc3nnc(C4CCCCC4)o3)CC2)c1	-4.2	14.2	-13.1	4.4	-2.1	-7.3	5.3	-1.0	-14.7	6.2	-9.9
CN(C)C(=O)CN1C(=O)NC(c2ccccc2)(c2ccccc2)C1=O	-10.3	-9.5	-12.9	-4.6	0.9	-9.2	4.0	5.7	-9.0	3.3	-9.9

Retrieved by structure from the list above, 2 records:
SMILES	KKLEB tox	SRC2 inh	NCOA1 inh	TRAIL sens C8	NR5A2 inv ag	TROY NFkB inh	SRC3 inh	CF NFkB inh	LMP1 NFkB inh	TWEAK Fn14 block	NR2F2 inh
O=C1/C(=C/c2cccnc2)SC(=S)N1N1CCOCC1	9.4	13.8	-28.9	7.5	-6.0	-10.9	16.3	-6.1	-3.0	2.0	2.9
O=C(N/N=C/C(Br)=C/c1ccccc1)c1cnccn1	-10.1	-19.1	-52.7	-1.2	-66.9	-30.8	-34.1	-8.1	-20.6	3.1	-35.0

Other records follow.
SMILES	KKLEB tox	SRC2 inh	NCOA1 inh	TRAIL sens C8	NR5A2 inv ag	TROY NFkB inh	SRC3 inh	CF NFkB inh	LMP1 NFkB inh	TWEAK Fn14 block	NR2F2 inh
CCc1nc2ccc(C(=O)NCCOc3ccc(OC)cc3)cn2c1N(C)C(=O)C1CCCCC1	-1.4	3.0	-0.8	-3.0	11.4	-20.0	-7.0	9.6	x	-10.7	2.2
O=C(NCC(=O)N(c1cccnc1)C(C(=O)NC1CCCC1)c1cccs1)c1ccco1 (configuration not stated)	0.0	-23.2	-17.0	2.5	-12.5	13.8	4.0	3.6	2.0	11.9	4.3
CC1=C(C(=O)Nc2ccccc2)C(c2ccc(C)o2)n2c(s/c(=C/c3ccccc3)c2=O)=N1 (configuration not stated)	9.1	11.7	3.1	17.5	-8.0	-27.3	9.9	-2.2	3.1	-0.2	11.8
O=C(c1cccs1)N(Cc1cc2ccccc2[nH]c1=O)c1ccccc1	-8.5	0.8	-5.3	7.5	7.7	-13.8	3.9	10.2	-5.3	-11.9	-8.9
O=C(NCc1cccnc1)Nc1ccc(Cl)cc1Cl	7.0	-13.7	-3.5	-7.3	26.4	-9.4	7.3	-16.4	5.6	1.3	-12.8
COc1ccc(NC(=O)c2ccc(S(=O)(=O)N3CCCCC3)cc2)c(OC)c1	4.6	-11.2	7.2	0.7	4.9	4.8	-8.3	7.6	-0.1	6.1	5.0
Cc1ccc(S(=O)(=O)NCCC(=O)Nc2nnc(C3CC3)s2)cc1C	6.9	-34.3	-8.4	-11.2	-6.6	6.8	0.2	-15.3	2.9	12.5	-7.1
COc1cc(/C=N/O)ccc1OCc1ccccc1Cl	1.0	-71.7	-98.3	19.0	-100.7	-31.1	-113.3	-1.7	-16.6	-9.9	-10.0
COc1ccc(/C=N/N=C2/SCC(=O)N2Cc2ccccc2)cc1	-11.6	-84.7	-95.0	-5.5	-82.5	-54.2	-58.1	8.8	-39.3	-12.0	-54.7
CCC(CO)Nc1ccn2nc(-c3cccs3)cc2n1 (configuration not stated)	-3.1	-68.6	-69.4	5.9	-102.5	-30.8	-111.6	20.9	x	10.0	-53.8
CCn1c(C)cc(/C=C2\NC(=O)N(CC(=O)Nc3ccc(F)cc3)C2=O)c1C	0.2	-3.5	4.3	9.5	7.3	15.9	14.2	-6.2	-5.6	-5.2	-1.1
Cc1ccc(C(=O)NCC(=O)N2CCC(Cc3ccccc3)CC2)cc1	2.3	13.6	-10.4	13.7	-4.4	6.4	-5.6	-5.9	12.3	4.3	20.6
COc1ccc(N/C=C2\CCc3ccccc3C2=O)cc1	-48.8	-11.5	-35.3	86.2*	-68.4	70.2*	-12.6	-18.1	23.9	87.1*	6.7
COc1ccccc1CNC(=O)C1CCC(=O)N1C(C)C (configuration not stated)	1.4	8.0	0.9	-1.1	-4.4	2.9	1.4	-22.7	2.1	19.8	-14.2
COc1ccc(CCNC(=O)CSc2nnc(NC(C)=O)s2)cc1OC	2.2	-17.5	-11.3	8.9	15.2	-20.5	12.6	-7.6	-3.0	11.5	7.3
COc1ccc(/C=C(\C#N)C(=O)OCC(=O)NC(=O)NCCC(C)C)cc1	-2.4	0.0	-7.0	-15.4	1.7	-5.3	5.0	-2.2	4.1	6.8	1.4
CN(C)CCCNC(=S)Nc1ccc(-c2ccccc2)cc1	-4.7	23.6	-19.0	-4.5	-10.7	-3.8	4.5	12.4	1.8	5.1	-12.8
Cc1ccc(Nc2nc(N)nc(CSc3nc4ccccc4s3)n2)cc1	-32.9	-0.1	-40.2	1.1	-28.0	43.6	7.5	4.8	-20.5	83.1*	-1.2
Cc1onc(-c2ccccc2)c1C(=O)Nc1cccc(OC(C)C)c1	-10.8	0.7	-2.1	4.5	16.8	-6.3	-10.6	4.9	-6.0	0.4	11.1
CCN1c2ccccc2NC2C1C(C(C)=O)C(=O)N2c1ccc(Cl)cc1 (configuration not stated)	3.4	10.8	8.4	14.0	10.2	-19.3	15.8	-9.8	-20.1	-5.3	20.3
O=C(C=Cc1ccc2c(c1)OCO2)C1CC1	3.3	-21.9	-5.7	-7.0	10.4	-46.3	-20.6	12.2	-12.8	-1.6	0.7
COc1cc2nc(C3CC3)n(NC(=O)c3ccc(Cl)cc3)c(=O)c2cc1OC	-1.2	-14.7	-6.4	29.6	-17.8	23.4	7.9	20.3	-5.8	12.4	18.5
CCC1(c2ccccc2)NC(=O)N(CC(=O)N2CCN(S(=O)(=O)c3ccccc3)CC2)C1=O (configuration not stated)	-0.4	-28.0	-20.4	15.2	-5.0	-1.2	3.9	-8.3	-27.4	19.9	-14.7
O=C(NCCO)C1(c2ccc(Cl)cc2)CCCC1	-6.1	-0.7	-14.6	0.2	-3.4	-15.2	12.3	-0.8	-0.4	-9.2	17.8
CCN(C(=O)CN1CCCCCC1)c1c(N)n(Cc2ccccc2)c(=O)[nH]c1=O	3.8	1.4	0.8	9.7	-13.2	-1.9	8.3	0.8	3.7	2.8	12.4
COc1ccc(CC(=O)N2CC(C)CC(C)C2)cc1 (configuration not stated)	-1.8	13.8	-1.8	7.7	-6.5	12.1	-2.4	0.1	-1.0	14.4	2.6
COc1ccccc1-c1cn[nH]c1-c1ccc(OCc2ccccc2)cc1O	7.8	3.8	19.4	18.5	-4.2	19.9	21.9	4.8	5.5	2.5	-2.1
CCOC(=O)Cc1csc(NC(=O)c2ccc(N3CCOCC3)cc2[N+](=O)[O-])n1	-11.0	-4.1	-11.6	30.1	-6.6	21.2	1.6	5.7	5.5	6.4	-3.1
COCCCn1c(=O)cc(C)[nH]c1=S	5.6	3.4	4.2	-5.0	7.4	-2.7	18.0	7.7	6.9	-5.6	-3.9
CN1CCN(CCC(=O)Nc2ccccc2Cl)CC1	-3.0	-25.9	8.5	-1.9	1.4	8.4	-8.5	9.8	-2.7	-4.4	-9.7
N#Cc1nc(Cc2ccccc2)oc1NCc1cccnc1	1.4	7.2	1.3	-6.6	14.1	7.2	10.4	0.2	0.5	-16.8	-1.1
CCOc1ccc(/C=N/NC(=O)CN2CCCCC2)cc1OCC	0.3	-1.8	-9.7	-1.3	15.2	7.7	-10.7	1.9	25.4	-6.5	2.1
CNC(=O)c1sccc1-n1cccc1	6.8	-2.1	-1.9	-17.4	-2.9	1.2	-1.0	-2.2	-5.1	-4.6	15.2
COc1ccc(O)c(/C=N/c2nc3ccccc3n2C)c1	10.4	-5.5	8.3	4.2	8.2	10.8	1.0	-29.8	89.9*	8.2	1.4
CC(C)(C)C(=O)OCc1nc(-c2ccc(C(F)(F)F)cc2)cs1	10.2	-18.2	7.6	8.8	-8.7	73.3*	9.0	-5.3	-5.7	-23.7	4.1
Cc1cc2cc3c(N)[nH]nc3nc2cc1C	4.9	-24.2	-9.5	17.4	-64.7	-23.0	-34.6	14.6	3.1	-40.5	-14.5
Cc1cccc(NC(=O)c2nc[nH]c2C(=O)N2CCN(c3ccccc3)CC2)c1	-0.3	12.7	-3.3	4.4	-3.1	13.7	-2.2	2.0	-7.3	-15.8	11.6
CC1=C(C(=O)OC2CCCCC2)C(c2ccco2)n2ncnc2N1 (configuration not stated)	0.0	3.6	9.9	-2.6	-6.2	17.4	11.8	-4.9	-10.8	18.0	18.2
COc1ccccc1CNC(=O)COC(=O)/C=C/c1ccc2ccccc2n1	-29.1	2.2	1.3	-3.0	-16.2	-35.2	-16.3	42.6	-16.7	27.0	1.9
CCOC(=O)NC(=O)C(=CNc1cccc(OC)c1)C(=O)NC(=O)OCC	17.8	2.6	3.2	-1.2	-4.3	7.1	9.1	-15.8	4.0	2.1	-5.0
CC(=O)N=c1sc2cc(C)ccc2n1C	-0.3	-12.8	-7.4	-10.0	-33.1	4.4	-36.9	-9.8	-11.3	51.9*	-6.2
O=C(c1ccccc1)c1ccc(C(=O)O)c(C(=O)O)c1	10.6	18.7	-14.6	-14.8	-2.2	-2.8	11.3	0.9	-3.9	-3.7	5.6
CC(NC(=O)COC(=O)c1ccccc1F)C1CC2CCC1C2 (configuration not stated)	10.1	-4.6	-10.2	18.1	2.5	12.8	15.8	2.7	3.6	-0.7	6.8
CCCCn1c(N)c(N(CC(C)C)C(=O)CN(C)S(=O)(=O)c2ccc(C)cc2)c(=O)[nH]c1=O	-1.6	0.8	-1.6	-16.3	-4.0	10.5	1.6	-19.6	0.7	7.2	6.8
